# PglD inh – C. jejuni PglD acetyltransferase inhibitors, primary screen, biochemical, DTNB colorimetric, single point; actives 0.098% (n = 360,000); purified PglD enzyme, DTNB colorimetric CoA detection; inhibition, % at 12.5 µM; UDP-N-acetylbacillosamine N-acetyltransferase PglD (Campylobacter jejuni); in the data active = inhibition above about 16%, passing the limit was not always enough; note: strong numbers were not always called active
# EWS-Fli block – EWS/Fli-driven NR0B1 reporter inhibitors, primary screen, A673 cells, NR0B1 luciferase, luminescence, MLPCN library | viability-normalised | inhibition, % at 12.6 µM | actives 0.67% (n = 350,000);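 active = mean inhibition of at least 50% after viability correction, with every replicate also passing that limit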;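 note: firefly luciferase signal divided by Alamar Blue viability fluorescence both relative to DMSO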
# ERAP1 HTS inh – human ERAP1 aminopeptidase inhibitors, primary screen, biochemical, single point, plate reader; Endoplasmic reticulum aminopeptidase 1 (Homo sapiens), Q9NZ08; recombinant ERAP1, Leu-AMC fluorescence, 60 min; inhibition, % at 10.7 µM; actives 0.15% (n = 340,000);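 active = mean replicate inhibition of at least 30%, or all replicates individually reaching that 30% level; inactive = mean below 30% and not every replicate reaching it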;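 note: 0% = neutral control wells and 100% = L-leucinethiol positive control wells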
# Target sequence (Q9NZ08 whole entry, looked up): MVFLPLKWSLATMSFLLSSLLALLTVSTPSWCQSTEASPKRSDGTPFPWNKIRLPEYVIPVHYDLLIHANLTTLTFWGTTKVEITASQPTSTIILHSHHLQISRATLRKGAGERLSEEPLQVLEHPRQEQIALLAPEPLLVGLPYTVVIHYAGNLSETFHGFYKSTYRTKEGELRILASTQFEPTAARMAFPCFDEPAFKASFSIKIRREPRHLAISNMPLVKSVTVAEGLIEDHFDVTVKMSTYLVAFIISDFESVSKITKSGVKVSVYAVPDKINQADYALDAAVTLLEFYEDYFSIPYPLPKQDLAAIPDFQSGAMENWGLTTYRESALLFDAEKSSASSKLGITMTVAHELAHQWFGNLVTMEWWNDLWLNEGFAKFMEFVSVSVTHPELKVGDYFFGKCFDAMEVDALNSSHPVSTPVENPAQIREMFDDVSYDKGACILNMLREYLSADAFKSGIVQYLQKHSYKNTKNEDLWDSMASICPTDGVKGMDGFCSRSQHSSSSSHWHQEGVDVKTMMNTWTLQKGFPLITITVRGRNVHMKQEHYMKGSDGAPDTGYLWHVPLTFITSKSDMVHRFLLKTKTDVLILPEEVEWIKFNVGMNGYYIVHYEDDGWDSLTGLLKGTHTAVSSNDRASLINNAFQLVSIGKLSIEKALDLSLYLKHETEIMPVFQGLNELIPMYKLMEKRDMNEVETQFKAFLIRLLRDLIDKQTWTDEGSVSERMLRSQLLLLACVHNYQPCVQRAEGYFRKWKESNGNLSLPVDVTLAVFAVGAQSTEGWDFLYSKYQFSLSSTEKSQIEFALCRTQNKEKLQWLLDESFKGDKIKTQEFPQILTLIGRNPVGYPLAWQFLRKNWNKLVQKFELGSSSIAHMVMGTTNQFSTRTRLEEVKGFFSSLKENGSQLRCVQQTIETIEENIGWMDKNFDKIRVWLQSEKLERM
# PGC1a acetyl inh – inhibitors of PGC1a acetylation signal, primary screen, cell-based, U2OS, AlphaScreen, inhibitor mode; AlphaScreen anti-acetyl-lysine; with virally co-expressed GCN5 acetyltransferase; inhibition, % at 15.6 µM; actives 0.17% (n = 350,000);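 active = every replicate shows inhibition of at least 40%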;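 note: 0% = neutral control wells and 100% = positive control wells; some results beyond the cut were filed as inactive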
# PAX8 inh HTS – inhibitors of PAX8-driven TPO luciferase reporter, primary screen, RMG-I cells, single concentration; SteadyGlo, 24 h; inhibition, % at 12.6 µM; actives 1.2% (n = 360,000);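 active = mean replicate inhibition at least 60% with every replicate also reaching 60%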;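 note: luciferase light reporting Pax8 driven TPO promoter activity; plate controls were median of neutral control wells for no effect and mitoxantrone controls for full effect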
# FN deposition inh – inhibitors of fibronectin matrix deposition, primary screen, AH1F cells, Alexa488-fibronectin fluorescence, plate reader; AH1F fibroblasts, overnight; inhibition, % at 12.6 µM; actives 0.086% (n = 350,000);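 active = mean inhibition across replicates of 30% or more, regardless of how many single replicates reach that level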;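 note: positive control wells lacked labelled fibronectin entirely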
#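 Assay system: AH1F fibroblasts assembling fluorescent fibronectin matrix; Amount: 10000 AH1F cells per well; Buffer or medium: DMEM, 2% serum; Probe or stimulus: Alexa488-fibronectin, 24 nM final in well; Doses: single compound dose, delivered by pin transfer; Incubation: 1 h adhesion, overnight exposure; Measured by: fluorescence 485/525 nm; Read-out: fibronectin deposition inhibition.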
# LGR2 antag – inhibitors of bursicon-induced LGR2 CRE-luciferase signal, primary screen, cell-based, HEK293, CRE-luciferase reporter, bursicon stimulation; Drosophila bursicon receptor LGR2 (rickets); bursicon-stimulated, 4 h; AID 720647, 2013; inhibition, % at 9.99 µM; actives 0.35% (n = 380,000);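 active = drop in luminescence signal, shown as inhibition above about 50% in the replicate tests, limit read from the data, passing the limit was not always enough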;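 note: agonist challenge used bursicon conditioned medium at about half maximal strength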
# S100A4 MyoIIA – inhibitors of S100A4-myosin IIA peptide binding, primary screen, biochemical, fluorescence polarization, TAMRA-MyoIIA peptide. inhibition, % at 10.7 µM. actives 0.14% (n = 360,000). AID 652163, 2013;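 active = mean inhibition of at least 70% across replicates, with every replicate also reaching that level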
# Target sequence (P26447 whole entry, looked up): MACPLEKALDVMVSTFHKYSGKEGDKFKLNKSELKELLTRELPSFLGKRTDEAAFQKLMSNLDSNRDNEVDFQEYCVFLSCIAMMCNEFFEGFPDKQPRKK
#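 Assay system: human S100A4 monomer with TAMRA-labelled myosin IIA peptide / Buffer or medium: Calcium-containing HEPES buffer, pH 7.2 / Reagent: TAMRA-labelled myosin IIA heavy-chain peptide probe, 5 nM / Compound: one dose per compound / Timing: polarization read 5 min after assay mix addition, stable 5–60 min / Benchmarks: neutral control DMSO, positive control TFP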
# Starred values were filed as active, the others as inactive; · = no result given; & = joins results of further samples.
SMILES,PglD inh,EWS-Fli block,ERAP1 HTS inh,PGC1a acetyl inh,PAX8 inh HTS,FN deposition inh,LGR2 antag,S100A4 MyoIIA
N#Cc1c2ccc(O)cc2n2ccccc12,·,-31,-1,·,-26,-20,23,-1
C[C@H](CO)N1C[C@H](C)[C@H](CN(C)S(=O)(=O)c2cccc(F)c2)Oc2ncccc2C1=O,1,8,1,-2,-6,·,5,-6
CC(=O)NCc1nc2ccccc2n1C(C)C,-1,-16,1,·,-12,-4,-5,12
COc1ccc(CNC(=O)COC(=O)Cc2ccsc2)cc1,2,-10,0,6,-19,-15,2,0
CSc1ccc(C(=O)C2CCCN(C(=O)c3csc(C(C)=O)c3)C2)cc1 (centres undefined),·,5,2,·,-7,-1,-26,3
CCN(CC(=O)NCc1ccc(Cl)cc1)C(=O)CCc1ccccc1O,-1,3,-4,·,-29,4,7,-1
Cc1cc(C)n2nc(S(=O)(=O)Nc3c(Cl)cccc3Cl)nc2n1,-2,4,1,-3,11,7,-18,1
O=C(CN1CCN(Cc2ccc(Cl)cc2)C1=O)NCCCN1CCOCC1,1,-8,-2,-6,13,7,-24,0
Cc1ccc(OCCCC(=O)Nc2ccc(S(=O)(=O)Nc3ccccn3)cc2)cc1,4,-2,-4,5,1,-12,-16,0
CN(C)C(=O)c1cccc(-c2ccccc2[C@@H]2[C@H](C#N)N(C(=O)C3CCCCC3)[C@H]2CO)c1,·,1,-3,6,1,0,-25,5
O=C(N[C@@H]1C=C[C@H](CC(=O)N2CCCCC2)O[C@@H]1CO)c1ccc2c(c1)OCO2,3,2,2,0,-1,5,3,12
C=CCOC(=O)C1=C(C)NC(SCC(=O)Nc2ccc(C)c(Cl)c2)=C(C#N)C1c1ccco1 (centres undefined),-7,·,·,-9,30,1,·,·
COc1cc(C(=O)OCCCN2CCOCC2)ccc1O,1,-6,-1,10,-3,-5,-44,5
CN(Cc1nccs1)C(=O)c1ccc2nc(Cc3ccccc3F)oc2c1,2,·,-2,·,-252,3,-71,-6
CC(C)NC(=O)NC(=O)COC(=O)c1ccccc1Oc1ccccc1,-3,·,1,15,-46,0,0,-1
Cc1ccccc1N=C1SCCN1C(=O)CN1C(=O)NC2(CCCC2)C1=O,-2,-2,4,·,9,2,-5,-7
CCC(=O)N1CCC1(C)C(=O)Nc1ncc(C)s1 (centres undefined),3,-7,3,·,2,-3,-3,-1
CCOC(=O)N1CCC(NS(=O)(=O)c2ccc3c(c2)oc(=O)n3C)CC1,2,·,·,-1,11,0,·,·
CCc1nnc(NC(=O)CCC(=O)Nc2ccc(Cl)cc2)s1,·,·,-2,·,-14,3,13,-6
COc1ccc(OC)c(S(=O)(=O)N2CCN(c3ccc(F)cc3)CC2)c1,9,14,1,-5,14,-2,-10,-19
Cc1ccccc1-c1ccc2c(c1)O[C@@H](CN(C)C(=O)Nc1ccccc1)[C@H](C)CN([C@@H](C)CO)S2(=O)=O,3,13,0,3,-11,·,12,10
Cc1ccc(S(=O)(=O)NN2C(=O)/C(=C/c3cccc(F)c3)SC2=S)cc1,-7,2,8,·,-1,6,-3,4
CCOc1ccc(C(C)=O)cc1CSc1nnc(-c2cccs2)n1CC1CCCO1 (centres undefined),4,·,·,-30,-3,-3,·,·
O=C(Nc1ccc2c(c1)[C@@H]1C[C@H](CC(=O)N3CCOCC3)O[C@H](CO)[C@@H]1O2)NC1CCCC1,1,8,0,-9,-7,-6,-9,6
Cc1ccc(C(C)C)c2oc(=O)cc(-c3ccc(-c4ccc(C(F)(F)F)cc4)cc3)c12,-3,22,·,5,-5,2,15,-3
O=S(=O)(NC(=NCc1ccccc1)c1ccccc1F)c1ccccc1,-2,-11,-4,-19,-8,-5,-9,-2
Cc1noc(C)c1S(=O)(=O)Nc1ccc2c(c1)C(=O)N([C@@H](C)CO)C[C@H](C)[C@@H](CN(C)Cc1ccc3c(c1)OCO3)OCCCC[C@@H](C)O2,4,-5,1,7,-13,·,20,4
COc1ccc(/C=C\C(=O)c2c(O)ccc3c(C)cc(=O)oc23)cc1OC,-1,·,·,11,·,8,·,0
CO[C@@H]1CN(C)C(=O)c2ccc(NC(=O)Nc3cc(F)ccc3F)cc2OC[C@H](C)N(C(=O)c2cnccn2)C[C@H]1C,1,-6,0,-8,·,-7,6,4
N#C/C(=C\c1ccc[nH]1)C(=O)c1ccccc1,-17,-30,-2,·,-2,-7,-21,3

# Part of the list above, with values under each structure.
# Each structure is followed by: PglD inh | EWS-Fli block | ERAP1 HTS inh | PGC1a acetyl inh | PAX8 inh HTS | FN deposition inh | LGR2 antag | S100A4 MyoIIA
N#Cc1c2ccc(O)cc2n2ccccc12
→ · | -31 | -1 | · | -26 | -20 | 23 | -1
C[C@H](CO)N1C[C@H](C)[C@H](CN(C)S(=O)(=O)c2cccc(F)c2)Oc2ncccc2C1=O
→ 1 | 8 | 1 | -2 | -6 | · | 5 | -6
CC(=O)NCc1nc2ccccc2n1C(C)C
→ -1 | -16 | 1 | · | -12 | -4 | -5 | 12
COc1ccc(CNC(=O)COC(=O)Cc2ccsc2)cc1
→ 2 | -10 | 0 | 6 | -19 | -15 | 2 | 0
CSc1ccc(C(=O)C2CCCN(C(=O)c3csc(C(C)=O)c3)C2)cc1 (centres undefined)
→ · | 5 | 2 | · | -7 | -1 | -26 | 3
CCN(CC(=O)NCc1ccc(Cl)cc1)C(=O)CCc1ccccc1O
→ -1 | 3 | -4 | · | -29 | 4 | 7 | -1
Cc1cc(C)n2nc(S(=O)(=O)Nc3c(Cl)cccc3Cl)nc2n1
→ -2 | 4 | 1 | -3 | 11 | 7 | -18 | 1
O=C(CN1CCN(Cc2ccc(Cl)cc2)C1=O)NCCCN1CCOCC1
→ 1 | -8 | -2 | -6 | 13 | 7 | -24 | 0
Cc1ccc(OCCCC(=O)Nc2ccc(S(=O)(=O)Nc3ccccn3)cc2)cc1
→ 4 | -2 | -4 | 5 | 1 | -12 | -16 | 0
CN(C)C(=O)c1cccc(-c2ccccc2[C@@H]2[C@H](C#N)N(C(=O)C3CCCCC3)[C@H]2CO)c1
→ · | 1 | -3 | 6 | 1 | 0 | -25 | 5
O=C(N[C@@H]1C=C[C@H](CC(=O)N2CCCCC2)O[C@@H]1CO)c1ccc2c(c1)OCO2
→ 3 | 2 | 2 | 0 | -1 | 5 | 3 | 12

# Further structures follow.
SMILES,PglD inh,EWS-Fli block,ERAP1 HTS inh,PGC1a acetyl inh,PAX8 inh HTS,FN deposition inh,LGR2 antag,S100A4 MyoIIA
CCN(c1ccccc1)c1cc(C)nc2nc(C)nn12,-2,1,1,0,-11,-40,3,-2
CCCNC(=O)C[C@H]1C[C@H]2c3cc(NS(=O)(=O)c4ccccc4)ccc3O[C@H]2[C@H](CO)O1,-5,10,·,-2,8,-9,-6,·
CCC(=O)N[C@@H]1CC[C@H](CCNC(=O)Nc2ccc(F)cc2)O[C@H]1CO,3,1,-2,4,-13,6,-10,5
Cn1c(=O)c2c(nc(SCC(=O)NCc3ccco3)n2C)n(C)c1=O,-3,·,·,8,·,-3,10,·
COc1ccccc1S(=O)(=O)N[C@H]1C=C[C@@H](CC(=O)NCc2cccc(F)c2)O[C@@H]1CO,-4,0,0,12,-8,4,3,-2
CC(C)OC(=O)CC(=O)CSc1nc2c(cc1C#N)CCCC2,2,·,·,0,-36,-6,·,·
CCOc1ccc(-n2c(COc3ccc(C)cc3)nnc2SCC(N)=O)cc1,-4,·,·,6,5,-10,·,·
CCOc1ccc(C(NC(C)=O)c2ccc(OC)c(OC)c2)cc1 (centres undefined),1,2,1,·,-1,2,-7,-3
Cc1noc(C)c1NC(=O)Nc1cccc2c1O[C@@H](CN(C)S(=O)(=O)c1cccs1)[C@H](C)CN([C@H](C)CO)C2=O,-3,-4,-3,-7,·,3,-24,69
O=C(COC(=O)C1CC1)Nc1ccc(S(=O)(=O)N2CCOCC2)cc1,7,4,-6,-11,-9,-11,6,-3
Cc1noc(C)c1S(=O)(=O)Nc1ccc2c(c1)C(=O)N([C@@H](C)CO)C[C@@H](C)[C@@H](CN(C)S(=O)(=O)c1ccccc1)OCCCC[C@H](C)O2,0,-3,0,-3,-2,-16,16,-43
Cc1ccc(CN2CCN(Cc3cn(C)nc3-c3ccccc3)CC2CCO)o1 (centres undefined),·,-2,-2,5,-1,2,6,-3
Cc1ccc(NC(=O)CNC2CCS(=O)(=O)C2)cc1C (centres undefined),·,8,7,-4,8,-1,-12,-1
Cc1cc(C)c2c(n1)sc1c(N3CCN(C)CC3)ncnc12,·,-36,7,5,-59,12,-10,6
CCN1C(=O)[C@H]2[C@H]3CN=C(SCc4ccccc4)N3[C@@](Cc3ccccc3)(C(=O)OC)[C@H]2C1=O,-5,5,-1,·,4,4,1,0
Cc1ccc(CC(=O)CCc2ccccc2)cc1,0,-28,1,14,-46,-3,-41,-1
CCOC(=O)c1c(C)n(S(=O)(=O)c2ccc(C)cc2)c2ccc(O)c(C(=O)O)c12,-1,-1,1,-1,-19,3,-18,-8
CC1CCN(C(=O)CSc2ccc(-c3ccccc3)nn2)CC1,·,-2,2,3,-15,-10,7,2
CCN(CC)c1ncnc2c1sc1nc(C)cc(C)c12,4,·,·,2,-15,3,·,·
C=CCN1C(c2cccc(C(F)(F)F)c2)=CS/C1=C(/C#N)c1nnc(N2CCOCC2)n1-c1ccccc1,-2,9,13,1,-1,1,14,-9
O=C(CCCN1C(=O)[C@H]2CC=CC[C@H]2C1=O)NCc1nc(-c2ccccc2)no1,2,-9,3,-9,-2,-16,-11,-6
CCc1cnc(N2[C@H](CO)[C@H](c3ccccc3)[C@@H]2C#N)s1,1,-7,-2,-5,-4,-1,-5,5
COc1ccc(C(=O)Nc2ccc(S(=O)(=O)N3CCN(C)CC3)cc2)cc1,·,0,·,·,-3,-1,-2,0
Cc1cccc(C)c1OCCOCCN1CCN(C)CC1,·,-1,0,-2&-6,·,-7&-2,8,-7
CO[C@@H]1CN(C)C(=O)c2ccc(NC(=O)c3cnccn3)cc2OC[C@@H](C)N(C(C)=O)C[C@@H]1C,-3,0,3,-7,·,-2,-11,3
COc1cccc(CNC(=O)C2CC(=O)N(C3CCCCCCC3)C2)c1 (centres undefined),0,-1,1,7,9,-7,-13,-1
C/C(=N\NC(=O)Cc1c(C)[nH][nH]c1=O)c1ccc2ccccc2c1,·,0,2,·,0,-4,-10,3
CC(C)NC(=O)N1[C@@H]2CN(C(=O)C3CCC3)c3ccccc3[C@@H]2[C@@H]1CO,-5,3,1,-3,-3,-17,15,6
Cn1c(=O)c2[nH]c(CCCCCCCc3nc4ccccc4[nH]3)nc2n(C)c1=O,·,-13,-1,9,36,9,10,0
O=C(NCc1ccco1)c1ccc(C(F)(F)F)cc1,-1,-19,3,1,10,·,-3,3

# Source: PubChem
